rTrxR1 inhibitor: inhibitors of rat thioredoxin reductase 1; Potency, µM (series often up to 114 µM), for the others: at the highest dose activity change, negative = inhibition, usual class: inhibitors; AID 588453; recombinant rTrxR1, NADPH fluorescence consumption, selenite substrate; O89049; 390,000 compounds, 1% hits; note: potency is the fitted concentration of half-maximal effect; % is set by controls: 0 for no effect and ±100 for the full control effect; nearly all actives have a fitted effect of over 65% in size
Target sequence (O89049 whole entry, looked up): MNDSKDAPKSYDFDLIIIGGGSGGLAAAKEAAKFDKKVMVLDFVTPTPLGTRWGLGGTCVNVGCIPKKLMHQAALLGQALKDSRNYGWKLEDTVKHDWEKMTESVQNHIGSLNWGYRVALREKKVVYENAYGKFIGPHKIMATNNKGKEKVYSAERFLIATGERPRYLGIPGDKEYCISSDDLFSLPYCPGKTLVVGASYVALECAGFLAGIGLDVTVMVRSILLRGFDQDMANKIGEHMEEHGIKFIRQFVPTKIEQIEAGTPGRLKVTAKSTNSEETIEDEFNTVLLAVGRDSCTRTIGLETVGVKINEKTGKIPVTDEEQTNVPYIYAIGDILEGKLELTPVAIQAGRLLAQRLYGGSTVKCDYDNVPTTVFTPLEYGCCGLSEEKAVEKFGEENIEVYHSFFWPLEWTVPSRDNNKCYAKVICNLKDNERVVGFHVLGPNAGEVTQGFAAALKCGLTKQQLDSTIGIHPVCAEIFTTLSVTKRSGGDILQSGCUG
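Rat TrxR1 (90 nM in the dispensed reagent) was pre-reduced with 400 uM NADPH for 5 min at room temperature, then incubated with compound for 15 min. After 400 uM selenite was added, NADPH fluorescence (Ex 340/Em 450 nm) was followed for 8 min.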
mIDH1 inhibitor: inhibitors of human mutant IDH1 R132H; 390,000 compounds, 0.093% hits; Potency, µM (highest dose often 76.6 µM), inactives show at the highest dose activity change, negative = inhibition, most hits filed as inhibitors; IDH1-R132H enzyme, NADPH consumption, diaphorase/resazurin fluorescence; note: potency is the fitted concentration of half-maximal effect; % is set by controls: 0 for no effect and ±100 for the full control effect; nearly all actives have a fitted effect of over 65% in size
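IDH1-R132H (0.5 ug/mL) preincubated 30 min with compound, then NADPH (0.016 mM) and alpha-KG (2 mM) added; 80 min at RT, pH 7.5. Remaining NADPH coupled via diaphorase/resazurin to fluorescence (540/590 nm); concentration-response curves normalized to no-enzyme control.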
Vif-A3F inh: Vif-A3F binding inhibition | HeLa A3F-eYFP + Vif (tagged APOBEC3F with the HIV-1 protein that degrades it), YFP fluorescence increase | Potency, µM (top dose mostly 46.1 µM), inactives show at the highest dose activity, negative = active | 390,000 compounds, 0.2% hits; note: potency is the fitted concentration of half-maximal effect; % of control where 0% means no effect; nearly all actives have a fitted effect of over 65% in size
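HeLa cells stably expressing A3F-eYFP plus Vif, plated and incubated overnight at 37 deg C, then exposed to compounds overnight at 37 deg C. Blocked degradation read as raised yellow fluorescence (Ex 488/Em 500-530).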
USP1 inh: inhibitors of human USP1/UAF1 deubiquitinase | Potency, µM (highest dose often 57.1 µM), for the others: top-dose activity change, negative = inhibition, actives largely listed as inhibitors | O94782 | 390,000 compounds, 0.23% hits | recombinant USP1/UAF1, Ub-Rhodamine cleavage fluorescence; note: potency is the fitted concentration of half-maximal effect; % is set by controls: 0 for no effect and ±100 for the full control effect; nearly all actives have a fitted effect of over 60% in size; inactives centre near -12
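USP1/UAF1 complex at 1 nM was preincubated with compound for 15 min at room temperature, then Ub-Rho substrate (150nM final) was added. Fluorescence (480/540 nm) was read kinetically, 6 reads every 60 seconds.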
RGS4 inh: inhibitors of human regulator of G protein signaling 4. Potency, µM (titrated, usually from 114 µM), inactives show at the top dose activity change, negative = inhibition, usual class: inhibitors. 390,000 compounds, 0.039% hits. P49798. Transcreener GDP fluorescence polarization, RGS4-accelerated GTP hydrolysis; note: potency is the fitted concentration of half-maximal effect; % is set by controls: 0 for no effect and ±100 for the full control effect; nearly all actives have a fitted effect of over 75% in size; some results filed as inactive show a strong effect at the top dose
Target sequence (P49798 whole entry, looked up): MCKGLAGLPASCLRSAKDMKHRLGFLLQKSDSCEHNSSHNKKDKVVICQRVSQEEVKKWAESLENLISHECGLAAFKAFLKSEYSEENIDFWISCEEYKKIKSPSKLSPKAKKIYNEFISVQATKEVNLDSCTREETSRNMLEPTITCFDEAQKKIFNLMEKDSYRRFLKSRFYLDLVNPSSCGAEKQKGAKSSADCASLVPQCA
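MLSMR compounds (23 nl, pin-transferred) preincubated 10 min at room temperature with a 500nM (2x) first reagent, then RGS4 at 900nM (2x) plus Transcreener GDP mix added; fluorescence polarization (620/688 nm) read before and after 90 min at 30 °C.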
LDHA inh: inhibitors of human lactate dehydrogenase A; activity change, % (values are at about 110 or 230 µM); purified LDHA, NADH/diaphorase-resazurin fluorescence; active compounds read low; P00338; 480,000 compounds, 0.15% hits; in the data active = activity change below about -30%; inconclusive = mostly about -25% to -30%;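 note: plate controls were DMSO wells for no effect and wells without enzyme for full effect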
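Resorufin fluorescence (ex540/em590), read at 0 and 20 min after diaphorase/resazurin addition, reports the NADH left after a 5 min room-temperature reaction of 2 nM human LDH5 with 0.06 mM NADH and 0.2 mM pyruvate.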
TrxR1 substrate: is turned over as a substrate by rat TrxR1. purified TrxR1 substrate turnover, NADPH consumption readout. 390,000 compounds, 0.01% hits. Potency, µM (doses to about 114 µM), for inactives: top-dose activity change, negative = substrate turnover; note: potency is the fitted concentration of half-maximal effect; % is set by controls: 0 for no effect and ±100 for the full control effect; nearly all actives have a fitted effect of over 50% in size
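Rat TrxR1, dispensed at 90 nM, was prereduced with 400 uM NADPH (final) for 5 min at ~22 deg C, then incubated with compound 15 min before 400 uM selenite. A first-read NADPH fluorescence drop versus no-compound background flagged substrates.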
GRP78 ERSR act: induces the endoplasmic reticulum stress response in human glioma cells; U87-MG GRP78 promoter luciferase reporter, 16 h; Potency, µM, for the others: at the top dose activation, actives largely listed as activators; 420,000 compounds, 0.02% hits; note: potency is the fitted concentration of half-maximal effect; series mostly up to about 76 µM; % of control where 0% means no effect; nearly all actives have a fitted effect of over 35% in size
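Stably transfected U87-MG glioma cells carrying a GRP78-based luciferase sensor; 16 h compound incubation. Luminescence end-point read 10 min after Bright-Glo addition at room temperature.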
Vif-APOBEC3G blk: inhibitors of Vif-APOBEC3G interaction. Potency, µM (doses to about 46.1 µM), without a hit: top-dose activity, negative = active, usual class: inhibitors. HeLa A3G-eYFP + Vif (tagged APOBEC3G with the HIV-1 protein that degrades it), YFP fluorescence, overnight. Q9HC16. 410,000 compounds, 0.076% hits;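 note: potency is the fitted concentration of half-maximal effect; % is set by controls: 0 for no effect and ±100 for the full control effect; nearly all actives have a fitted effect of over 60% in size; hits raise eYFP signal because A3G escapes Vif-driven loss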
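Read-out is eYFP fluorescence (Ex 488/Em 500-530) from Vif-expressing HeLa A3G-eYFP cells; more signal means A3G escaped Vif-mediated degradation. Cells plated overnight, compound pinned in, incubated overnight at 37 deg C.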
Starred values were filed as active, the others as inactive; ? = inconclusive; / = not tested or not shown; & = joins results of further samples; [ ] = remark or other dose. Unless noted, calls come from the whole dose curve; as a rule, active = well fitted curve in the direction sought with a large enough effect; inconclusive = small, poorly fitted or top-dose-only effect, or another doubt; inactive = no such curve, though single readings can be large; an effect the other way counts as inactive or inconclusive. Only part of the results is shown; the hit share may differ from the screen's.

#1 O=C(Nc1ccc(F)cc1F)c1csc(-c2cccs2)n1
#2 CCCOc1ccc(N2C(=O)CC(N(CCCO)C(=O)CC)C2=O)cc1 (stereo not given)
#3 CCCCSc1nnc(-c2ccccc2N)c(=O)[nH]1
#4 CCOc1cc(S(=O)(=O)N2CCCCCC2)ccc1F
#5 Cc1ccc(-c2nnn3c2nc(NC(C)C)c2ccccc23)cc1
#6 O=C(NN1C(=O)C2C3c4ccccc4C(c4ccccc43)C2C1=O)c1ccccc1 (stereo not given)
Assay by compound	1	2	3	4	5	6
USP1 inh	-15.3%	4.5%	-6.6%	-14.7%	-13.5%	-17.7%
LDHA inh	-9.5	2.3	-2.8	-9.2	-3.0	-3.9
Vif-APOBEC3G blk	-0.1%	1.8%	-0.4%	-9.6%	-0.6%	0.0%
mIDH1 inhibitor	-0.1%	2.5%	-2.1%	2.0%	-7.3%	2.8%
TrxR1 substrate	8.1%[57.1 µM]	-19.5%[57.1 µM]	10.6%	5.7%	33.6%[activator]	-10.9%
Vif-A3F inh	-6.1%	-7.7%	-0.2%	0.9%	5.6%	0.8%
RGS4 inh	7.6%	-31.9%	1.5%	22.2%	18.9%	-17.2%
GRP78 ERSR act	-3.2%	-1.9%	4.2%	-4.2%	3.1%	-2.4%
rTrxR1 inhibitor	13.6%[57.1 µM]	8.2%[57.1 µM]	17.5%	23.3%	9.6%	-2.4%

#7 CCCCCCn1c2c(c(=N)c3c1CCC3)CCC2
#8 Cc1ccc(C(=O)Nc2nc(C)c(C)s2)o1
#9 CN(C)C(CNC(=O)C1CCCN1C(=O)c1cccs1)c1ccccc1 (stereo not given)
#10 CCCOC(=O)C[N+](C)(C)CCOC1CC2CCC1(C)C2(C)C (stereo not given)
#11 COc1ccc(S(=O)(=O)N(C)C)cc1NC(=O)c1ccc(OCC2CCCO2)cc1 (stereo not given)
#12 O=C(N1CCCCCC1)N1CCN(S(=O)(=O)N2CCOCC2)CC1
Assay by compound	7	8	9	10	11	12
USP1 inh	-1.2%	1.8%	-3.4%	-3.7%	-24.9%	4.6%
LDHA inh	-2.4	-5.3	-3.7	2.3&-5.3	2.2	-1.0
Vif-APOBEC3G blk	1.1%	-4.5%	0.4%	-0.9%	-6.4%	-3.5%
mIDH1 inhibitor	-3.7%	13.2%	15.4%	-1.7%	5.4%	-1.7%
TrxR1 substrate	-1.6%	-5.0%	0.6%	-5.0%	/	3.1%
Vif-A3F inh	-12.9%	-7.8%	3.8%	1.2%	-2.8%	-0.1%
RGS4 inh	28.7%	17.5%	-5.2%	21.2%	/	23.2%
GRP78 ERSR act	-3.8%	-10.3%	-2.0%	-2.6%	-2.2%	-0.5%
rTrxR1 inhibitor	21.0%	-5.2%	20.7%	3.4%	/	21.9%

#13 CCCn1c(=S)[nH]c2cc(C(=O)NCC3CCCO3)ccc2c1=O (stereo not given)
#14 Cc1ccc(NC(=O)c2cnc(SCC(=O)c3ccccc3)n(C)c2=O)cc1
#15 Cc1ccc(NC(=O)COc2ccccc2C(=O)Nc2ccccc2)cc1
#16 COc1ccc(OC(=O)c2cccc(S(=O)(=O)N3CC(C)OC(C)C3)c2)cc1 (stereo not given)
#17 CC1=C(C(=O)OCc2ccccc2)C(c2ccc([N+](=O)[O-])cc2)NC(=O)N1C (stereo not given)
#18 COc1ccc(-c2cc(C(F)(F)F)nc(NCc3cccnc3)n2)cc1
#19 CC(CCc1ccccc1)NC(=O)CN(C)Cc1ccccc1F (stereo not given)
#20 c1ccc(COc2ccc(OCCn3cncn3)cc2)cc1
Assay by compound	13	14	15	16	17	18	19	20
USP1 inh	?	-9.4%	/	-23.5%	-23.2%	-15.2%	-9.2%	-6.8%
LDHA inh	-3.1	-3.6	-10.7	-17.8	0.1	-7.5	-0.2	1.1
Vif-APOBEC3G blk	0.5%	0.1%	2.7%	-1.2%	5.9%	-0.1%	2.0%	-0.6%
mIDH1 inhibitor	-2.7%	2.0%	/	1.8%	8.6%	1.8%	22.4%	1.2%
TrxR1 substrate	1.2%	11.3%[57.1 µM]	-4.4%	-5.2%	0.9%	19.5%[57.1 µM]	3.7%	5.9%[57.1 µM]
Vif-A3F inh	2.2%	7.8%	/	-2.4%	8.5%	0.2%	4.8%	4.9%
RGS4 inh	-15.6%	-5.4%	/	-16.2%	-39.8%	14.3%	19.1%	-30.4%
GRP78 ERSR act	-0.6%	-4.4%	-2.7%	0.2%	-5.5%	0.4%	1.7%	-3.8%
rTrxR1 inhibitor	11.5%	-5.8%	3.5%	0.0%	21.9%	4.9%[57.1 µM]	24.4%	-5.0%[57.1 µM]

From compound 13 as far as 17, copied from above:
#13 CCCn1c(=S)[nH]c2cc(C(=O)NCC3CCCO3)ccc2c1=O (stereo not given)
#14 Cc1ccc(NC(=O)c2cnc(SCC(=O)c3ccccc3)n(C)c2=O)cc1
#15 Cc1ccc(NC(=O)COc2ccccc2C(=O)Nc2ccccc2)cc1
#16 COc1ccc(OC(=O)c2cccc(S(=O)(=O)N3CC(C)OC(C)C3)c2)cc1 (stereo not given)
#17 CC1=C(C(=O)OCc2ccccc2)C(c2ccc([N+](=O)[O-])cc2)NC(=O)N1C (stereo not given)
Assay by compound	13	14	15	16	17
USP1 inh	?	-9.4%	/	-23.5%	-23.2%
LDHA inh	-3.1	-3.6	-10.7	-17.8	0.1
Vif-APOBEC3G blk	0.5%	0.1%	2.7%	-1.2%	5.9%
mIDH1 inhibitor	-2.7%	2.0%	/	1.8%	8.6%
TrxR1 substrate	1.2%	11.3%[57.1 µM]	-4.4%	-5.2%	0.9%
Vif-A3F inh	2.2%	7.8%	/	-2.4%	8.5%
RGS4 inh	-15.6%	-5.4%	/	-16.2%	-39.8%
GRP78 ERSR act	-0.6%	-4.4%	-2.7%	0.2%	-5.5%
rTrxR1 inhibitor	11.5%	-5.8%	3.5%	0.0%	21.9%
